Pol beta inh: qHTS Assay for Inhibitors of DNA Polymerase Beta | P06746 | 1.3% of 340,000 active | Pol beta primer extension/strand displacement, fluorescence kinetic | Potency, µM (titrated, usually from 114 µM), inactives show at the highest dose activity change, negative = inhibition, hits mostly inhibitors; further: on the % scale 0 is the no-effect control and ±100 the full control effect
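Pol beta (10 nM) was preincubated with compound for 15 min at room temperature. The reaction was then started with 50 nM substrate and read immediately and after a further 10 min at room temperature.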
Pol eta inh: qHTS for Inhibitors of Polymerase Eta; DNA polymerase eta (Homo sapiens), Q9Y253; recombinant Pol eta, fluorescent DNA replication assay; Potency, µM (doses to about 114 µM), without a hit: top-dose activity change, negative = inhibition, most hits filed as inhibitors; 1.2% of 390,000 active; further: on the % scale 0 is the no-effect control and ±100 the full control effect
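Pol eta (10 nM) was preincubated with compounds for 15 min at room temperature, after which fluorescent replication substrate (50 nM final) was added to start the reaction. Fluorescence was read kinetically at 0 and 10 min.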
BAZ2B block: qHTS Assay for Inhibitors of BAZ2B; AlphaScreen BAZ2B-H3K14Ac peptide displacement; AID 504333, 2011; Potency, µM (series often up to 114 µM), for the others: at the top dose activity change, negative = inhibition, hits mostly inhibitors; 4.4% of 360,000 active; Bromodomain adjacent to zinc finger domain protein 2B (Homo sapiens), Q9UIF8; further: on the % scale 0 is the no-effect control and ±100 the full control effect; nearly all actives have a fitted effect of over 60% in size
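AlphaScreen displacement: compounds (up to 110uM) incubated 30 min at room temperature with a preformed 50 nM BAZ2B/50 nM biotinylated H3K14Ac peptide complex in PBS pH 7.4 with Tween-20. Donor and acceptor beads at 10 ug/mL final added, 20 min light-protected before reading.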
POLK inh: qHTS for Inhibitors of Polymerase Kappa; purified Pol kappa, fluorescent DNA synthesis assay, 10 min; Potency, µM (highest dose often 107 µM), for inactives: top-dose activity, negative = inhibition, usual class: inhibitors; 0.53% of 400,000 active; AID 588579, 2011; further: on the % scale 0 is the no-effect control and ±100 the full control effect
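Pol kappa 10 nM + cpd, 15 min RT; start w/ substrate 50 nM final; fluorescence kinetic read, 0 and 10 min. Neg ctrl: buffer, no enzyme.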
Apoferritin bind: qHTS Assay for Identification of Novel General Anesthetics. apoferritin/1-aminoanthracene competitive binding, fluorescence. Potency, µM (doses to about 77.5 µM), for inactives: at the top dose activity change, negative = displacement, most hits filed as inhibitors. 0.074% of 350,000 active. AID 485281, 2010; further: on the % scale 0 is the no-effect control and ±100 the full control effect; nearly all actives have a fitted effect of over 20% in size
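Horse-spleen apoferritin (10 uM) in 50% saturated 1-aminoanthracene in PBS was incubated 10 min at room temperature with compound. Fluorescence (ex 380, em 535 nm) was normalized to free and bound 1-AMA, with concentration-response fitted by a four-parameter Hill equation.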
G9a inh: qHTS Assay for Inhibitors of Histone Lysine Methyltransferase G9a | G9a H3K9 monomethylation, AlphaScreen, 2 h | Potency, µM (top dose mostly 102 µM), inactives show at the top dose activity, negative = inhibition, most hits filed as inhibitors | 8.8% of 350,000 active | AID 504332, 2011; further: on the % scale 0 is the no-effect control and ±100 the full control effect; nearly all actives have a fitted effect of over 75% in size
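Signal arises when biotinylated H3K9 peptide, once monomethylated, bridges streptavidin donor and antibody-captured acceptor beads. Enzyme at 20 nM was preincubated 15 min with test compounds; peptide 500 nM and SAM 20 uM then reacted for 2 h.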
BLM helicase inh: qHTS Assay for Inhibitors of Bloom's syndrome helicase (BLM); Potency, µM (series often up to 56.1 µM), without a hit: top-dose activity change, negative = inhibition, usual class: inhibitors; 0.2% of 350,000 active; recombinant BLM DNA unwinding, fluorescence dequenching; RecQ-like DNA helicase BLM (Homo sapiens), P54132;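 further: plate controls were vehicle for no effect and no enzyme for full effect; nearly all actives have a fitted effect of over 35% in size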
POLI inh: qHTS for Inhibitors of Polymerase Iota; Pol iota fluorescent replication assay, 10 min; 1% of 390,000 active; AID 588590, 2011; DNA polymerase iota (Homo sapiens), Q9UNA4; Potency, µM (highest dose often 115 µM), inactives show at the top dose activity, negative = inhibition, most hits filed as inhibitors
Target sequence (Q9UNA4 whole entry, looked up): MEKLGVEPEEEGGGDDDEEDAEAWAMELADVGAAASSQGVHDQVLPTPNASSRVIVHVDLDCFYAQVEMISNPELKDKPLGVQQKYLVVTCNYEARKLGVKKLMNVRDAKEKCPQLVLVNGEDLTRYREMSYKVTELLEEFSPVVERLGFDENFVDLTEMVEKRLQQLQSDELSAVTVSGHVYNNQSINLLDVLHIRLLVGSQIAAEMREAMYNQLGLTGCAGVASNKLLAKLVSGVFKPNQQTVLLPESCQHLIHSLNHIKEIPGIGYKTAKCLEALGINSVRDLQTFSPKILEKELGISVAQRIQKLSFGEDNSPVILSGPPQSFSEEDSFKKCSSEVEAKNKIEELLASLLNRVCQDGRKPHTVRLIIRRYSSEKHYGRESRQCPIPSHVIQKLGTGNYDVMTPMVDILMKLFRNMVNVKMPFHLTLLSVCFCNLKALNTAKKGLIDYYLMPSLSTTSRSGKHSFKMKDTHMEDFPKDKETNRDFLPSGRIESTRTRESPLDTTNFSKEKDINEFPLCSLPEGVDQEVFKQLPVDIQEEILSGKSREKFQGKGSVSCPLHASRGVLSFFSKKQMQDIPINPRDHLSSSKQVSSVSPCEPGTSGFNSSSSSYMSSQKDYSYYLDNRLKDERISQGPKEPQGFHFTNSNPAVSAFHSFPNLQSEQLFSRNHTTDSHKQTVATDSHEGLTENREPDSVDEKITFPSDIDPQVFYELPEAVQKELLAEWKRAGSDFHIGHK
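Fluorescent replication assay read twice, at 0 min and 10 min after adding 50 nM (final) substrate. Enzyme (10 nM) and compounds were first incubated 15 min at room temperature; enzyme-free buffer wells were negative controls.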
APEX1 inh: qHTS Assay for Inhibitors of the Human Apurinic/apyrimidinic Endonuclease 1 (APE1). 0.35% of 350,000 active. Potency, µM (doses to about 65.8 µM), for the others: top-dose activity change, negative = inhibition, most hits filed as inhibitors. DNA repair nuclease/redox regulator APEX1 (Homo sapiens), P27695. recombinant APE1, TAMRA/BHQ-2 abasic DNA cleavage fluorescence;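 further: plate controls were vehicle for no effect and reference inhibitor for full effect; nearly all actives have a fitted effect of over 55% in size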
Target sequence (P27695 whole entry, looked up): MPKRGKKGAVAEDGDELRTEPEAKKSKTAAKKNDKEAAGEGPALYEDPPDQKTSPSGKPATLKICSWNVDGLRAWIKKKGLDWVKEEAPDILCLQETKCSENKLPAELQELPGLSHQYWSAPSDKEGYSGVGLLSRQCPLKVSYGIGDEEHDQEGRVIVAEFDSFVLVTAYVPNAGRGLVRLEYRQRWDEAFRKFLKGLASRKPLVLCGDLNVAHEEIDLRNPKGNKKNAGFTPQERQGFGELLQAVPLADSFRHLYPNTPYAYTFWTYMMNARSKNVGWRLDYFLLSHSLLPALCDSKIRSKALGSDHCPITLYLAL
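Endonuclease cleavage of a quenched abasic-site DNA duplex (50 nM) by APE1 (0.75 nM) was tracked by TAMRA dequenching. Compounds were preincubated with enzyme 15 min at room temperature; data normalized to buffer-only and DMSO wells plus NSC13755 control.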
Starred values were filed as active, the others as inactive; ? = inconclusive; . = no result given; & = joins results of further samples; [ ] = dose if it differs, or a comment. The call rests on the fitted dose curve; in most records, active means well fitted curve in the direction sought with a large enough effect; inconclusive means small, poorly fitted or top-dose-only effect, or another doubt; inactive means no such curve, though single readings can be large; an effect the other way counts as inactive or inconclusive. Potency means the concentration at half of the fitted maximal effect. This is a subset; rates above refer to the full screens.

Compound,Pol beta inh,Pol eta inh,BAZ2B block,POLK inh,Apoferritin bind,G9a inh,BLM helicase inh,POLI inh,APEX1 inh
O=C(NCc1ccccc1)[C@@H]1C[C@H]1[C@@H](NP(=O)(c1ccccc1)c1ccccc1)c1ccccc1,-13%,-4%,-25%,-6%,-22%&-14%,1%,-6%&1%,-21%,-3%
COC(=O)C1CCN(C(=O)[C@H](C)NC(=O)C2CC(=O)N(c3ccc(F)cc3)C2)CC1 (stereo partly specified),19%,14%,-1%,9%,-4%,83%[activator],-1%,17%,18%
O=C(/C=C/c1ccccc1)NC1CC2CCCC(C1)N2Cc1ccccc1 (stereo unspecified),-1%,.,0%,.,5%,3%[12.7 µM],-1%,.,-2%
CCCNC(=O)N1CCCN(S(=O)(=O)c2ccc3c(ccn3CC)c2)CC1,2%,-16%,1%,-5%[60.1 µM],-13%,1%[59 µM],3%,30%,.
CNc1ccc(-c2nc(-c3ccccc3C)no2)cc1[N+](=O)[O-],-1%,-9%,-24%,-3%,1%,-38%[59 µM],-5%,5%,.
O=C(CSc1nnc(-c2ccccc2)n1-c1ccc(Cl)cc1)NC1CCS(=O)(=O)C1 (stereo unspecified),2%,-8%,-1%,-7%,-2%,20%[59 µM],-2%,10%,4%
CC(=O)Oc1ccc(OC(C)=O)c(SCCCCCCl)c1,-20%,-24%,51%[activator],-2%,-8%,9%[59 µM],-5%,30%,-3%
Cc1ccnc(NC(=O)c2ccc(NC(=O)c3ccco3)cc2)c1,25%,-21%,-1%,0%,-3%,12%[59 µM],-8%,14%,15%
COc1ccc(S(=O)(=O)N2CN(Cc3ccco3)c3nc4ccccc4nc32)cc1,-11%,79µM*,?,-9%,-11%,?,-13%,?,2%
CC(C)(C)C(=O)Nc1nnc(SCC(=O)NCc2cccs2)s1,38%,-16%,4%,-4%,-7%,14%[59 µM],-3%,11%,-3%
CN1CCN(c2oc(-c3ccccc3Cl)nc2S(=O)(=O)c2ccccc2)CC1,1%,-24%,-32%,-19%,-13%,?,-2%,5%,-17%
CN1CCN(C(=O)COCc2cc(-c3ccc4c(c3)OCO4)on2)CC1,22%,2%,-24%,-3%,1%,.,2%,-17%,3%
CC(=O)N1c2ccccc2CC1C(=O)N1CCN(c2ccc(F)cc2)CC1 (stereo unspecified),-2%,-13%,-23%,-2%[60.1 µM],4%,20%[59 µM],0%,40%[activator],.
c1ccc2c(CSCCc3ccncc3)cccc2c1,-22%,-15%,-19%[57.1 µM],-7%,?,-13%,-6%,-11%,4%
O=C(NCCOc1ccc(F)cc1)C1CCC(=O)N(CCCN2CCOCC2)C1 (stereo unspecified),5%,-16%,-1%,-14%,-7%,14%,-2%,20%,10%
Cc1ccc(C)c(N2CCN(C(=O)c3cc4ccc5cccnc5c4[nH]3)CC2)c1,-15%,-27%,-24%[57.1 µM],-2%,?,-50%[59 µM],-15%,7%,.
OCCC1CN(Cc2nc(-c3ccccc3)cs2)CCN1Cc1ccc(F)cc1 (stereo unspecified),25%,-11%,?,2%,-16%,-2%[59 µM],-8%,141%[activator],-4%
Cn1c(CNC(=O)CSc2nc(-c3ccccc3F)nc3cc(=O)[nH]n23)nc2ccccc21,-1%,?,-8%,-10%,-10%,20%[59 µM],-1%,?,.
O=C(COc1ccc(Cl)cc1)NCc1n[nH]c(=O)c2ccccc12,.,6%,10%,-17%,.,8%[0.501 µM],.,48%[activator],8%
COC(=O)N1CCC2(CCN(Cc3cc(C(F)(F)F)cc(C(F)(F)F)c3)CC2)CC1,.,.,.,-4%[60.1 µM],.,-2%[12.7 µM],-3%,.,3%
CCOc1cc(NC(=S)NCCCN2CCOCC2)c(OCC)cc1NC(=O)C1CC1,28%,-13%,7%,-6%,-7%,-8%[59 µM],6%,-1%,1%
O=C(NC(=S)Nc1ccccc1)c1cc([N+](=O)[O-])ccc1N1CCOCC1,11%,-20%,-29%,7%,-8%,-34%,-4%,27%,-3%
Cc1ccc(CNC(=O)CCCn2c(=O)[nH]c3ccc(Br)cc3c2=O)cc1,?,-16%,3%,7%,-20%,-20%[59 µM],-2%,23%,.
CC1=Nn2c(nnc2C2CCCCC2)SC1,10%,-6%,-15%,-9%,-4%,-49%[59 µM],10%,5%,-3%
CCOC(=O)C1CCC(CN(Cc2ccc(OC)cc2)S(=O)(=O)c2ccc(F)c(C(=O)Nc3cc(C)ccc3C)c2)CC1 (stereo unspecified),2%,9%,2%,-3%[60.1 µM],-17%,2%[59 µM],-8%,-13%,.
CC(=O)N1c2ccc(S(=O)(=O)NCC3CCC(C(=O)NC(C)(C)C)CC3)cc2CC1C (stereo unspecified),61%,12%,-31%,-3%,-12%,-2%[59 µM],0%,-1%,.
O=C(Nc1nnc(-c2ccccc2)s1)c1ccc(Cl)c(S(=O)(=O)N2CCOCC2)c1,-2%,.,9%,.,-16%,-28%,-2%,.,2%
CCOc1ccc(-n2c(SCC(N)=O)nc3c(c2=O)SCC3)cc1,13%,4%,5%,-6%,-2%,10%[59 µM],0%,11%,15%
CCCCS(=O)(=O)C(=C1Nc2ccccc2N1)S(=O)(=O)CCCC,-2%,4%,0%,1%,-6%,-11%[59 µM],-3%,-18%,11%
O=c1c2ccccc2c(-c2ccccc2)nn1-c1ccccn1,40%,2%,3%,-6%,-7%,7%,-1%,23%,8%
O=C1CCC(=O)N1c1ccc(S(=O)(=O)Nc2ccc(Br)cc2)cc1,-20%,-10%,-22%,-1%,-2%,-7%,-1%,31%[activator],76%[activator]
Cc1ccccc1Cn1nnc2c(=O)[nH]c(C3CCCN(C(=O)c4ccc(F)cc4)C3)nc21 (stereo unspecified),7%,.,32%,-4%,-2%,21%[59 µM],0%,11%,.
CN1CCN(c2nc(-c3cccnc3)nc3scc(-c4ccccc4)c23)CC1,6%,-23%,-17%,-11%,-9%,-5%,-4%,100%[activator],?
Cn1c(=O)c2c(c3ccccc31)OC(=O)CC2c1ccccc1 (stereo unspecified),3%,-20%,37%[activator],-6%[60.1 µM],-6%,10%[59 µM],-3%,13%,.
COc1cc(C2CC(=O)Oc3ccc(C(C)(C)C)cc32)cc(OC)c1OC (stereo unspecified),.,-16%,.,-11%,27%[110 µM],13%,-18%[75.6 µM],-4%,-24%&-2%
O=C(CN(c1ccc(F)cc1)S(=O)(=O)c1ccccc1)NCc1ccco1,-21%,-9%,.,3%,4%,-1%[59 µM],-2%,18%,1%
Cc1ccc(CNC(=O)CCN2C(=O)[C@@H]3Cc4ccccc4CN3C2=O)cc1,-10%,-6%,0%,-15%,-6%,9%[0.0925 µM],3%,10%,-13%
CC(=O)c1cc(CN2CCC(C(=O)Nc3cccc(-c4cscn4)c3)CC2)cs1,0%,-20%,1%,1%,-15%,55%[activator],-7%,-5%,15%
CC(NC(=O)c1ccc([N+](=O)[O-])cc1Cl)C1CC2CCC1C2 (stereo unspecified),22%,-9%,?,1%,-7%,?,-3%,47%[activator],3%
Cc1ccc(CSc2nc3ccc(NC(=O)COc4ccc(F)cc4)cc3s2)cc1,2%,-18%,-4%,6%,7%,0%[59 µM],-1%,53%[activator],.
CCOc1ccc(NC(=S)N(CCc2c(C)[nH]c3ccccc23)Cc2ccco2)cc1,2%,-12%,?,14%,-7%,-26%,-9%,36%[activator],3%
COc1ccc(-c2nnc(-c3cc4c(ccc5ccccc54)oc3=O)o2)cc1,?,?,-23%,-4%,-3%,14%[59 µM],-3%,8%,3%
CNC(=O)c1ccc2c(c1)N(Cc1ccccc1Cl)C(=O)c1ccccc1S2,?,-23%,-7%,-23%[60.1 µM],4%,9%[59 µM],-3%,7%,.
CCOc1ccc(C(C)NC(=O)c2cccnc2OCC)cc1OCC (stereo unspecified),-1%,-20%,-4%,4%,-17%,2%,-5%,46%[activator],-1%
COc1ccc(CNC(=O)C(NC(C)=O)C(=O)Nc2ccc(C(C)C)cc2)cc1 (stereo unspecified),3%,-2%,-21%,-12%,-24%,-6%,-7%,-10%,-6%
CCc1ccc(OCc2cc(=O)n3c4c(sc3n2)CCCC4)cc1,14%,-12%,1%,-30%,-5%,-6%[59 µM],-5%,34%[activator],.
Cc1ccc2nc(NC(=O)C3CCN(S(=O)(=O)c4cnc[nH]4)CC3)sc2c1,-1%,-7%,-28%,-5%,-6%,-7%,1%,6%,-4%
COc1ccc(Cn2c(CCC(=O)NCc3ccc(Cl)cc3)nc3cccnc32)cc1,31%,-14%,17%,-1%,5%,17%[59 µM],-5%,26%,.
Cc1cccc(NC(=O)CN(c2ccc(C(C)C)cc2)S(=O)(=O)c2c(C)nn(C)c2C)c1C,36%[activator],-15%,?,-3%,-2%,?,-12%,-14%,.
CC(C)(C)CN1CCNC[C@H]1Cc1cccc2ccccc12,.,-15%,-39%,7%,.,2%[2.33 µM],.,13%,26%
Cc1cccc(NC(=S)NCCc2ccccc2)c1C,1%,-12%,-37%,-2%,-14%,29%,-3%,94%[activator],-18%

One compound at a time, from the list above:
Cc1cccc(NC(=S)NCCc2ccccc2)c1C is entered as Pol beta inh: 1%; Pol eta inh: -12%; BAZ2B block: -37%; POLK inh: -2%; Apoferritin bind: -14%; G9a inh: 29%; BLM helicase inh: -3%; POLI inh: 94%[activator]; APEX1 inh: -18%
CCCCS(=O)(=O)C(=C1Nc2ccccc2N1)S(=O)(=O)CCCC is entered as Pol beta inh: -2%; Pol eta inh: 4%; BAZ2B block: 0%; POLK inh: 1%; Apoferritin bind: -6%; G9a inh: -11%[59 µM]; BLM helicase inh: -3%; POLI inh: -18%; APEX1 inh: 11%

Screens (PubChem)
